HTT aggregate = mutant huntingtin aggregation inhibition; AID 1688; PC12 HttQ103-GFP aggregates, Acumen cytometry, 40 h; actives 1.1% (n = 220,000); Potency, µM (top dose mostly 46.1 µM), for inactives: top-dose activity change, negative = inhibition, most hits filed as inhibitors; also: % is scaled to controls: 0 for no effect and ±100 for the full control effect; nearly all actives have a fitted effect of over 60% in size
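Aggregate formation scored by laser-scanning cytometer (488 excitation, 500–530 emission) in lysed PC12 cells expressing Q103-GFP after 100 nM tebufenozide induction; library tested in dose series, with ATPLite reagent added in the multiplex.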
JMJD2E inh = inhibitors of human JMJD2E histone demethylase; B2RXH2; JMJD2E catalytic domain, FDH-coupled NADH fluorescence (FDH is formaldehyde dehydrogenase); Potency, µM (titrated, usually from 57.1 µM), without a hit: at the highest dose activity change, negative = inhibition, actives largely listed as inhibitors; actives 1.6% (n = 230,000); AID 2147; active = well fitted inhibition curve with a large enough effect, not every such curve was filed as active; inconclusive = small, poorly fitted or top-dose-only effect, or another doubt; inactive = no such curve, though single readings can be large or run the other way;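 also: 0% = wells with enzyme and -100% = buffer wells without enzyme; nearly all actives have a fitted effect of over 50% in size; many of its hits are not listed in these tables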
Target sequence (B2RXH2 1-337 limits assumed): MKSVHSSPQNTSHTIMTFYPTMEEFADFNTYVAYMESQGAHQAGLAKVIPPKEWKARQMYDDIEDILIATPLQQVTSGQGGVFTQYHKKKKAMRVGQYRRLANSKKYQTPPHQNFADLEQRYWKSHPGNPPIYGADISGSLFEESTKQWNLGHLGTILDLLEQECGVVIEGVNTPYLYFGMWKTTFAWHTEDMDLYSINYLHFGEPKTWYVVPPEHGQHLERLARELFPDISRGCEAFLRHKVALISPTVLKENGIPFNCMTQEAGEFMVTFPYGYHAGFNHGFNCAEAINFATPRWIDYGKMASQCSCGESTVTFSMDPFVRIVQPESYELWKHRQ
Tau FP inhib = blocks human tau fibril formation measured by polarization | actives 0.39% (n = 280,000) | P10636 | K18 P301L tau heparin fibrillization, Alexa594 FP, 6 h | Potency, µM (series often up to 57.7 µM), without a hit: at the highest dose activity, negative = inhibition, usual class: inhibitors; also: % is scaled to controls: 0 for no effect and ±100 for the full control effect; nearly all actives have a fitted effect of over 55% in size
Target sequence (P10636 561-689 P618L limits assumed): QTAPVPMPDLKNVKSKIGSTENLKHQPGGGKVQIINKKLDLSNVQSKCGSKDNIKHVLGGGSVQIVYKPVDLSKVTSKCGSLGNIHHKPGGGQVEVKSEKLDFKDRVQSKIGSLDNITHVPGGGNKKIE
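Read-out: fluorescence polarization of Alexa 594-labeled tau (0.24 uM), 555 nm excitation, 632 nm emission. Mixtures held 15 uM unlabeled K18 P301L, compound and 20 uM heparin, pH 7 acetate buffer, incubated 6 hr at 37 C.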
Tau fluor cs = counter-screen for tau fibril formation inhibitors; tau K18 P301L Alexa594 fluorescence, heparin fibrillization; Potency, µM (doses to about 57.7 µM), for the others: at the top dose activity change, negative = decrease; actives 0.93% (n = 280,000); also: % is scaled to controls: 0 for no effect and ±100 for the full control effect; nearly all actives have a fitted effect of over 55% in size
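Human tau K18 P301L (15 uM unlabeled, 0.24 uM Alexa 594-labeled) in 100 mM sodium acetate pH 7 with 20 uM heparin, 6 hr at 37 C. ThT 30 uM added, 1 hr ambient; Alexa 594 FP and total fluorescence read at 555/632 nm.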
SMN2 splice enh = SMN2 splice variant enhancement | AID 1458 | actives 2.8% (n = 210,000) | Potency, µM (top dose mostly 46.1 µM), inactives show at the top dose activity change, positive = activation, actives largely listed as activators | HEK293 SMN2-luciferase splicing reporter, luminescence, 30-36 h; also: % of control where 0% means no effect; nearly all actives have a fitted effect of over 55% in size
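qHTS luciferase splicing reporter: luminescence rises when SMN2 exon 7 is included in transfected HEK293 cells. Compound exposure lasted 30-36 h at 37C, with 4.5 mM final sodium butyrate as control, followed by a ONE-Glo read.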
ALDH1A1 inh = inhibitors of human aldehyde dehydrogenase 1A1 | P00352 | Potency, µM (titrated, usually from 75.3 µM), for inactives: at the top dose activity, negative = inhibition, usual class: inhibitors | actives 7.3% (n = 220,000) | Purified ALDH1A1, NADH fluorescence, propionaldehyde substrate; active = well fitted inhibition curve with a large enough effect, not every such curve was filed as active; inconclusive = small, poorly fitted or top-dose-only effect, or another doubt; inactive = no such curve, though single readings can be large or run the other way;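 also: plate controls were no enzyme wells and a reference inhibitor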
Target sequence (P00352 whole entry, looked up): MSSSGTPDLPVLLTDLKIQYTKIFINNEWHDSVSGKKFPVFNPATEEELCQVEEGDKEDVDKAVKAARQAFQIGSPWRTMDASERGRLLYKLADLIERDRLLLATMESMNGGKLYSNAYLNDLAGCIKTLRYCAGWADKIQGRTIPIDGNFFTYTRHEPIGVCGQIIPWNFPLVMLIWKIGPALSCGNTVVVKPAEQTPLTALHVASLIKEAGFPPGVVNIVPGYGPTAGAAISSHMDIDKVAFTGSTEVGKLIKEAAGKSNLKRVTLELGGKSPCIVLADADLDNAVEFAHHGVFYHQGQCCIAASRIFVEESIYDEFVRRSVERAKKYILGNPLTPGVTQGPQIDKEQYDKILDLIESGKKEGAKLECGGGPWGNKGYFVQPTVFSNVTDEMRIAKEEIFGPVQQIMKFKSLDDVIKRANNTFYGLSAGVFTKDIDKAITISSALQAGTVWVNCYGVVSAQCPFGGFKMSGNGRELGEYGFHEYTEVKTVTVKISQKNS
Tau ThT inhib = blocks human tau fibril formation measured by thioflavin T | actives 2.1% (n = 270,000) | P10636 | Potency, µM (top dose mostly 57.4 µM), inactives show at the top dose activity, negative = inhibition, most hits filed as inhibitors | recombinant tau K18 P301L (four-repeat tau fragment), heparin-induced fibrillization, ThT fluorescence; also: % is scaled to controls: 0 for no effect and ±100 for the full control effect; nearly all actives have a fitted effect of over 55% in size
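K18 P301L tau (15 uM + 0.24 uM Alexa 594-tagged), heparin 20 uM, NaOAc pH 7, 6 h 37 C; ThT 30 uM, 1 h RT, ex 450/em 510 nm.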
HTT cytoprotect = cytoprotection in Huntington HTT-Q103 PC12 cell model; actives 0.14% (n = 230,000); PC12 HTT-Q103 induced, cytoprotection, ATP luminescence, 40 h; Potency, µM (top dose mostly 56.4 µM), for inactives: cytoprotection (ATP increase), usual class: activators;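 also: % of control where 0% means no effect; nearly all actives have a fitted effect of over 45% in size; toxic huntingtin expression switched on by the ecdysone agonist tebufenozide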
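Compounds added alongside 100 nM tebufenozide, which induces toxic Q103 huntingtin exon 1-GFP in stable PC12 cells; surviving cells quantified by luminescent ATP measurement. Medium: phenol red-free DMEM, 5% equine and 5% calf serum.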
* = called active by the depositor; ? = inconclusive; nt = no result given; [ ] = remark or other dose. Unless noted, calls follow the shape of the dose curve; as a rule, active = well fitted curve in the direction sought with a large enough effect; inconclusive = small, poorly fitted or top-dose-only effect, or another doubt; inactive = no such curve, though single readings can be large; an effect the other way counts as inactive or inconclusive. Potency is read from the fitted curve at half-maximal effect. The list is partial. The share of hits here may be higher or lower than overall.

structure | HTT aggregate | JMJD2E inh | Tau FP inhib | Tau fluor cs | SMN2 splice enh | ALDH1A1 inh | Tau ThT inhib | HTT cytoprotect
COc1ccc(C(CCc2ccc(C)o2)NC(=O)Nc2ccc(OC)cc2OC)cc1 (stereo unspecified) | -5.9% | 1.9% | 9.5% | ? | -25.3% | ? | -4.9% | -33.4%
COc1ccc(CCN2C(=NC(=O)CCC(=O)O)SC3CS(=O)(=O)CC32)cc1 (stereo unspecified) | 8.5% | -2.2% | -3.0% | -4.3% | 12.5% | -1.1% | 5.3% | 1.7%
CCOc1ccc(-c2nc(CSCC(=O)N3CCN(c4cccc(OC)c4)CC3)c(C)o2)cc1 | ? | -4.9% | -5.6% | -25.5% | -97.2%[inhibitor] | ? | ? | -26.5%
Cc1ccccc1-c1cnn(-c2cccc([N+](=O)[O-])c2)c1N | 2.2% | 7.0% | -2.1% | -21.1% | 12.4% | -2.4% | -19.2% | -32.4%
OCC1OC(c2ccc3c(c2)OCO3)C=CC1Oc1ccc(C2CCCC2)cc1 (stereo unspecified) | nt | nt | 5.1%[11.6 µM] | -10.1%[11.6 µM] | nt | -4.8%[13.5 µM] | -7.1%[11.5 µM] | -58.0%[inhibitor][10 µM]
CC(C)(C)NC(=O)NC(=O)COC(=O)CCC1CCCCC1 | 5.1% | -5.4% | 11.0% | -10.3% | -5.4% | -5.3% | ? | -20.0%
C=CCOc1cccc(C2C(C(=O)c3ccc(C)o3)=C(O)C(=O)N2CCN(C)C)c1 (stereo unspecified) | 22.1% | -8.8% | -0.5% | 3.1% | -16.0% | -10.0% | -6.2% | -17.9%[10 µM]
CCN(CC)S(=O)(=O)c1ccc(Cl)nc1 | -14.0% | 3.4% | ? | -3.7% | -42.2% | -3.8% | 0.8% | -44.6%[inhibitor]
Cc1oc2ncn(C)c(=O)c2c1C(=O)Nc1ccc(F)cc1 | nt | nt | 0.0% | 0.3% | 2.6% | nt | 1.5% | nt
CC(=O)N1N=C(c2ccc3ccccc3c2)OC1(C)C | -5.8% | ? | 13.0% | -2.3% | -15.7% | ? | ? | -20.9%[10 µM]
O=C1N/C(=N/Nc2ccccc2)S/C1=C\c1ccccc1 | -14.2% | 8.8% | 0.2% | 1.1% | ? | 5.62µM* | ? | -8.4%
N=c1nc(-c2ccccc2)ccn1O | -14.3% | -7.3% | 1.1% | -0.7% | 7.2% | 6.4% | -7.0% | 25.8%
Cn1c(SCCOc2ccccc2F)nc2ccccc2c1=O | ? | -5.9% | ? | -21.1% | -28.2% | -6.7% | ? | 3.3%[10 µM]
COc1ccc(-c2nc3ccccc3s2)cc1NC(=O)c1ccccc1OC | nt | nt | -8.9% | -21.6% | ? | nt | 0.5% | nt
Cc1cccc2sc(NC(=O)CN(C)S(=O)(=O)c3cccs3)nc12 | 15.8µM* | -7.2% | ? | ? | -46.8% | -9.4% | -17.4% | -15.3%
COc1cccc(-c2nc(NC(C)C)c3ccccc3n2)c1O | ? | 3.3% | 9.9% | 15.8µM*[quencher] | -16.5% | -4.7% | 17.8µM* | -78.3%[inhibitor]
Cn1c(=O)c2cc(S(=O)(=O)NCCC(=O)NCC3CCCO3)ccc2n(C)c1=O (stereo unspecified) | -8.3% | -20.5% | -2.9% | 1.6% | 3.5% | -12.0% | 4.0% | -1.5%
CCCc1cc(=O)oc2c(C)c3occ(C)c3cc12 | -32.7% | ? | -3.6% | -5.6% | -27.7% | ? | -1.9% | nt
Cc1nc(NC(=O)C2CC2)sc1C | 4.0% | -2.9% | 2.1% | -0.8% | 11.5% | -10.7% | -5.3% | nt
Cc1cc(C)n(-c2nnc(C)n2/N=C/c2cc(Br)ccc2OCc2ccccc2)n1 | ? | -13.7% | -1.4% | -0.9% | 10.5% | -5.6% | ? | -26.5%[10 µM]
O=C(/C=C/c1ccco1)NC(=S)Nc1ccccn1 | 13.3% | ? | -0.2% | -22.0% | ? | ? | ? | -1.8%
CCOC(=O)c1[nH]c2c(c1-c1ccccc1)C(=O)CC(c1ccc(OC)c(OC)c1)C2 (stereo unspecified) | 1.7% | -13.0% | -9.7% | -16.7% | -43.3%[inhibitor] | 12.6µM* | -15.9% | nt
Nc1nc(SCCOc2ccccc2)n[nH]1 | -1.7% | 11.3% | -8.2% | -4.4% | 4.7% | 6.8% | -0.1% | 14.8%[10 µM]
CC(=O)c1c(C)[nH]c(C(=O)Nc2c(C)n(C)n(-c3ccccc3)c2=O)c1C | 11.8% | 2.9% | -4.5% | -0.6% | -13.4% | -14.1% | 2.7% | -1.7%
Cc1ccc(/C=N/NC(=O)c2cccc(S(=O)(=O)N3CCOCC3)c2)o1 | 25.8% | 10.6% | 5.7% | -2.0% | 4.4% | -1.3% | 0.5% | 15.6%[10 µM]

(list continues)
structure | HTT aggregate | JMJD2E inh | Tau FP inhib | Tau fluor cs | SMN2 splice enh | ALDH1A1 inh | Tau ThT inhib | HTT cytoprotect
COc1ccc(-c2ccc(CCC(=O)O)n2-c2cc(Cl)ccc2O)cc1 | nt | nt | -6.9% | ? | 7.4% | nt | ? | nt
COc1ccc(N2C(=O)CCC(C(=O)N3CCC(C(N)=O)CC3)C2c2ccc(F)cc2)cc1 (stereo unspecified) | 5.7% | 1.1% | -3.6% | 2.6% | -7.2% | 2.2% | 1.5% | -16.1%
S=C(Nc1ccc(Oc2ccccc2)cc1)NC1CCCCCC1 | ? | -3.1% | -7.8% | ? | ? | ? | -6.2% | 14.0%[10 µM]
c1ccc(-c2ccccc2-c2nc(-c3ccncc3)no2)cc1 | ? | 10.9% | -3.2% | -13.2% | 3.16µM* | ? | ? | 8.1%
CCc1cccc(CC)c1-n1c(SCC(=O)N2CCc3ccccc3C2)nnc1-c1cccnc1 | 12.3% | 1.0% | 0.4% | 5.1% | -13.4% | -10.4% | -12.5% | nt
Cc1ccc(NC(=O)CCc2nc3ccccc3[nH]2)cc1C | -27.9%[9.22 µM] | 7.2% | 3.1% | 8.8% | nt | nt | nt | -17.6%[10 µM]
O=C1OC(Cc2ccccn2)C(O)=C1C1=NCCCN1 (stereo unspecified) | -8.2% | 4.8% | 6.8% | -0.4% | ? | -2.1% | -0.8% | nt
COC(=O)c1ccc(S(=O)(=O)NNC(=O)COc2ccc(C)cc2)cc1 | 1.5% | -2.9% | 0.8% | -0.1% | 6.4% | -3.7% | -5.5% | 41.1%[10 µM]
C=CCC1C=CCC(CC=C)N1C(=O)c1ccccc1[N+](=O)[O-] (stereo unspecified) | -18.2% | 14.9% | 2.9% | -14.1% | -22.2% | -15.6% | -4.3% | nt
CCNc1nc(NCC)nc(N/N=C(\C)c2ccc(OC)cc2)n1 | -25.5% | 7.6% | -0.7% | 1.8% | -10.8% | -4.6% | -7.8% | -44.9%[inhibitor]
COc1ccc(Cn2c(=O)c3cccnc3n(Cc3ccc([N+](=O)[O-])cc3)c2=O)cc1 | 5.3% | -5.9% | 5.9% | 4.1% | 4.8% | 12.9% | 2.0% | 22.0%[10 µM]
C(#Cc1ccccc1)C[N+]1(CC#Cc2cccc3ccccc23)CCCC1 | ? | -18.1% | 0.5% | 6.3% | -30.0% | -6.1% | ? | 5.9%[10 µM]
CC(=O)c1ccc(NC(=O)C2CCN(S(=O)(=O)c3cccs3)CC2)cc1 | 7.5%[9.22 µM] | -1.9% | -8.7% | -22.4% | nt | -5.6% | ? | ?
O=C(CSc1nnc(-c2ccco2)n1Cc1ccco1)N1CCOCC1 | 2.4% | 2.9% | 8.3% | 7.3% | -3.9% | 0.6% | 4.1% | -6.2%[10 µM]
Cc1ccc(S(=O)(=O)N2CCCOC2CNC(=O)C(=O)NCCc2c[nH]c3ccccc23)cc1 (stereo unspecified) | 2.9% | -0.9% | 8.9% | ? | -61.6%[inhibitor] | ? | -22.8% | 7.2%[10 µM]
C=C1CCN(CC(=O)OC)S(=O)(=O)c2ccccc21 | -5.4%[9.22 µM] | 8.0% | -0.8% | -0.4% | nt | nt | 4.7% | -6.7%[10 µM]
COc1cccc(Cn2nnc3c(=O)[nH]c(C4CCN(C(=O)c5ccccc5Cl)CC4)nc32)c1 | nt | nt | 11.2% | -5.9% | -11.3% | nt | -12.3% | nt
C=C(C)[C@@H]1CC=C(CN2CCC(N3CCC(C(=O)N4CCCC4)CC3)CC2)CC1 | -18.7% | -24.0% | 3.3% | -8.1% | nt | 7.1% | -9.1% | -13.6%
CCOc1cc(N2CCOCC2)c(OCC)cc1NC(=O)Cc1ccccc1OC | -26.0% | -9.2% | 3.0% | -21.5% | -12.8% | ? | ? | -56.8%[inhibitor]
C/C(=N\NC(=S)NCc1ccccc1)c1ccccc1F | -24.8% | 7.7% | 2.0% | -22.0% | -11.6% | -2.5% | -15.3% | 17.6%
CCOC(=O)N1CCN(S(=O)(=O)c2ccc(C(=O)NNc3nc4c(C)cc(C)cc4s3)cc2)CC1 | -5.8% | -2.1% | -0.3% | -11.7% | -83.1%[inhibitor] | ? | -7.3% | nt
CCC(C)NCCOCCOc1ccc(C)cc1Br (stereo unspecified) | 9.7% | ? | 13.0% | -2.6% | -14.6% | 13.7% | -10.6% | -14.6%
Brc1ccc(-c2nn3c(-c4ccncc4)nnc3s2)o1 | 15.2% | 2.5% | 0.7% | -7.0% | nt | ? | -14.1% | -1.0%

3 of the compounds above, with values under each structure.
The line under a structure holds: HTT aggregate, JMJD2E inh, Tau FP inhib, Tau fluor cs, SMN2 splice enh, ALDH1A1 inh, Tau ThT inhib, HTT cytoprotect
C=C1CCN(CC(=O)OC)S(=O)(=O)c2ccccc21
    -5.4%[9.22 µM], 8.0%, -0.8%, -0.4%, nt, nt, 4.7%, -6.7%[10 µM]
CCOC(=O)N1CCN(S(=O)(=O)c2ccc(C(=O)NNc3nc4c(C)cc(C)cc4s3)cc2)CC1
    -5.8%, -2.1%, -0.3%, -11.7%, -83.1%[inhibitor], ?, -7.3%, nt
COC(=O)c1ccc(S(=O)(=O)NNC(=O)COc2ccc(C)cc2)cc1
    1.5%, -2.9%, 0.8%, -0.1%, 6.4%, -3.7%, -5.5%, 41.1%[10 µM]

Assay outcomes (PubChem)
